# Mdm2 MdmX PPI = disrupts the human Mdm2-MdmX interaction; SaOS-2 split-luciferase Mdm2/MdmX complementation, luminescence; 330,000 tested, 3% active; AID 485346; O15151+Q00987; inhibition, % at 8 µM;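 active means inhibition of at least 50% at 8 µM in the primary screen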
# Target sequence (O15151 whole entry, looked up): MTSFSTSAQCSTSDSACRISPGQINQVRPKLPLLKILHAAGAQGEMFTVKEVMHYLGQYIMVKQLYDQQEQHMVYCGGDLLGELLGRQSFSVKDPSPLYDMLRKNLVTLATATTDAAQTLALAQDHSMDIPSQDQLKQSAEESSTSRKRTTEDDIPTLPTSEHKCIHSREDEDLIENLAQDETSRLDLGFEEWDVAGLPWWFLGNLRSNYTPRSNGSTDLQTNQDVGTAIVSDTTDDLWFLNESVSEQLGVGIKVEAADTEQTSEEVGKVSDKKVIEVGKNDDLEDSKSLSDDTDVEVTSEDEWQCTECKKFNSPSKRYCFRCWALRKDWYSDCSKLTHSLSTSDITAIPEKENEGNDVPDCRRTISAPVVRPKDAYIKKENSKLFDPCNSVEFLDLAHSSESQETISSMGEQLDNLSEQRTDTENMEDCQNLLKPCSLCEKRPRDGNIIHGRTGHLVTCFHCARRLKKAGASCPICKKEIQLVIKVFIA
# Target sequence (Q00987 whole entry, looked up): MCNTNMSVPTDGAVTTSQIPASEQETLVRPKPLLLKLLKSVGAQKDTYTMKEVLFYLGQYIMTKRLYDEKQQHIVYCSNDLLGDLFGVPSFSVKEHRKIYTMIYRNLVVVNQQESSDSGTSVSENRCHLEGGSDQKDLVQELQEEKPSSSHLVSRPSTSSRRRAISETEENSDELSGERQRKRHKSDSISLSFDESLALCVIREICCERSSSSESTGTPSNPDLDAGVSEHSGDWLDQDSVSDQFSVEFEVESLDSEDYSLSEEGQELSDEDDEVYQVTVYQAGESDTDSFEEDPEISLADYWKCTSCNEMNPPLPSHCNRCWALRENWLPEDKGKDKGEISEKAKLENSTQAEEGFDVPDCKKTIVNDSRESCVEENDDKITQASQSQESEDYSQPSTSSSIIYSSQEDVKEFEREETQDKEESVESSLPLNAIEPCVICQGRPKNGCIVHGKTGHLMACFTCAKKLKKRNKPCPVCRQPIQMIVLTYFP
# 697 NFkB inh = lowers PMA/ionomycin-induced NF-kB signal in 697 B cells. AID 435022. 697 B-cell NF-kB luciferase reporter, 16 h. 330,000 tested, 0.33% active. inhibition, % at 4 µM; in the data active means inhibition above about 35%
# UPR XBP1 act = activators of adaptive arm of unfolded protein response (XBP1); CHO-XBP1 luciferase reporter, IRE1-XBP1 UPR activation, luminescence; percent of tunicamycin response, DMSO as zero; activation, % at 20 µM; 330,000 tested, 0.33% active; AID 463104;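 active means versus positive control, 20 µM dose yields 30% or more activation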;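 further: 100% = tunicamycin at 10 µg/mL and 0% = DMSO only wells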
#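 incubation = overnight seeding at 37 °C, 6 h compound treatment at 37 °C | assay system = CHO-XBP1 cells stably carrying IRE1-XBP1-driven luciferase reporter | input = 1000 cells per well | detection = luciferase luminescence | dosing = single point, 20 µM final compound, 1% DMSO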
# tim23-1 inh = growth inhibitors of tim23-1 mutant yeast; inhibition, % at 20 µM; 330,000 tested, 1.3% active; AID 463212; S. cerevisiae tim23-1 growth, BacTiter-Glo luminescence, 24 h;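 active means growth inhibition of the mutant yeast at or above 50%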;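 further: temperature-sensitive mutant grown at 25 °C; plate controls were DMSO-treated mutant yeast for no effect and medium wells lacking yeast for full effect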
# Jurkat NFkB inh = lowers PMA/ionomycin-induced NF-kB signal in Jurkat cells. AID 435003. PMA/ionomycin-induced NF-kB luciferase reporter, luminescence. inhibition, % at 4 µM. 330,000 tested, 0.53% active; in the data active means inhibition above about 50%
# CHOP UPR activ = activators of apoptotic arm of unfolded protein response (CHOP). CHO-CHOP luciferase reporter, UPR activation, luminescence; percent of tunicamycin response over DMSO baseline. activation, % at 10 µM. 330,000 tested, 0.34% active;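 active means at 10 µM dose, activation of 40% or more, normalized to positive control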;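 further: 100% = tunicamycin at 10 µg/mL and 0% = DMSO alone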
#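 assay system = CHO CHOP reporter cells | amount = 500 CHO-CHOP cells per well | buffer or medium = F12 with 10% FBS | incubation = 16-18 h cell attachment, then 6 h compound exposure, 37 °C | detection = luminescence read with Steady-Glo | read-out = percent activation relative to tunicamycin control | controls = tunicamycin high control, DMSO low control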
# tim10-1 inh = growth inhibitors of tim10-1 mutant yeast; S. cerevisiae tim10-1 ts strain growth, BacTiter-Glo, 24 h; inhibition, % at 20 µM; 330,000 tested, 2.2% active;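 active means inhibition of at least 40%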;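 further: mutant grown at 25 °C; 0% = DMSO wells with yeast and 100% = wells holding no yeast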
# TIM10 inh = inhibits growth of TIM10 yeast strain. AID 463195. 330,000 tested, 1.4% active. inhibition, % at 10 µM. S. cerevisiae TIM10 strain growth, BacTiter-Glo luminescence, 24 h;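 active means inhibition of 40% or more at the single tested concentration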;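 further: wild-type TIM10 isogenic control strain grown at permissive 25 °C; 0% = DMSO yeast wells and 100% = minimal medium wells without yeast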
# * marks the source's active call; other numbers are inactive results. Compounds were not picked by outcome. Share with any hit: about 6.6%.
SMILES,Mdm2 MdmX PPI,697 NFkB inh,UPR XBP1 act,tim23-1 inh,Jurkat NFkB inh,CHOP UPR activ,tim10-1 inh,TIM10 inh
C=CCC(NCc1ccco1)c1ccc(OC)cc1 (stereo unspecified),5,6,-3,1,-1,-0.2,0,8
Cc1ccc(-c2cc(=O)c3ccccc3[nH]2)cc1,12,-28,0,11,2,3.3,5,4
Cc1cccc(N(C(=O)CCC(=O)Nc2cc(C)on2)C(C(=O)NC2CCCC2)c2cccnc2)c1 (stereo unspecified),8,0,-2,13,0,1.3,17,-1
Cc1cccc(NC(=O)CSc2nc3ccccc3nc2N2CCCCC2)c1,96*,-242,-3,10,2,0.7,16,-14
N#CCCN1CCN(Cc2cc(-c3ccccc3)ccc2O)CC1,8,2,1,18,-9,-0.7,14,15
CN1CCc2c1nc1ccccc1c2N (tested in a mixture with another compound),9,6,-2,-1,-12,0.0,9,4
CCOc1ccccc1N(CC(=O)N/N=C/c1cc(Br)ccc1OC)S(C)(=O)=O,19,18,-3,3,8,1.4,4,-6
COc1ccc2cc3cc(C(=O)N4CCCC(C)C4)oc3nc2c1 (stereo unspecified),-166,-191,-4,44,-145,4.7,45*,22
CCCN1CCC(=O)N([C@H](CSc2ccc(C)cc2)c2ccccc2)CC1,31,-32,4,26,-55,4.0,35,12
CCOC(=O)C1C(=O)Oc2ccc3ccccc3c2C1C1CCOC1=O (stereo unspecified),0,7,1,18,-1,-0.8,23,4
COc1ccc(C(=O)c2ccc(OC)c(OC)c2)cc1OC,-13,-31,1,18,-10,0.6,19,5
Cc1cc(C(=O)COC(=O)C2=NNC(=O)CC2)c(C)n1-c1ccccc1,23,10,0,21,-1,-2.7,23,14
Cc1cc(C)c(-c2csc(NC(=O)/C=C/c3cccs3)n2)c(C)c1,70*,1,8,28,22,-1.1,16,6
CN(C[C@H](Cc1ccccc1)N(C[C@H](Cc1ccccc1)N(CC1(c2ccccc2)CC1)N=O)N=O)N=O,13,6,-1,35,-5,3.3,30,22
CCOC(=O)C1(CCOC)CCN(Cc2ccc(C(=O)OC)cc2)CC1,-12,8,0,-5,-18,-1.6,0,-21
Cc1cc(/C=C(\C#N)c2nnc(N3CCOCC3)n2-c2ccccc2)c(C)n1-c1ccccc1,-2,-23,3,21,17,-2.8,17,10
O=C(Cn1nc(-c2ccccc2)c2ccccc2c1=O)NN1CCOCC1,-23,7,-1,-2,7,-1.2,-3,4
O=C(c1ncc[nH]1)c1cccs1,15,-27,0,-6,-1,1.3,-7,3
CC(=O)Oc1ccc(N(c2ccccc2)S(=O)(=O)c2ccc(C)cc2)cc1,4,10,-1,19,8,0.3,7,25
O=C(Nc1ccccc1)c1ncoc1-c1ccc(Cl)cc1,-35,-14,0,-1,-32,0.4,-16,-18
CCOC(=O)/C=c1\s/c(=C\c2ccc(C#N)cc2)c(=O)n1CC(=O)Nc1cccc(C)c1C,78*,-2,217*,1,-13,76*,17,10
O=C(NCCC1=CCCCC1)C1CC(=O)N(C2CCCCC2)C1 (stereo unspecified),-22,-20,-1,13,-21,-0.4,10,3
Cc1cc(Nc2cc(Cl)nc(Sc3ccc(NC(=O)C4CC4)cc3)n2)n[nH]1,69*,-26,-2,29,-14,-2.6,7,-4
O=C(CN1C(=O)c2ccccc2C1=O)Nc1ccc(N2CCOCC2)cc1,4,18,0,3,3,2.0,11,9
Cc1ccc(S(=O)(=O)N2CCN(C(=O)C3CCN(C(=O)c4ccccc4C)CC3)CC2)cc1C,2,15,-2,-7,16,0.7,11,6
C[C@H](CO)N1C[C@H](C)[C@@H](CN(C)C(=O)Nc2ccccc2)Oc2ccc(NC(=O)Cn3cnnn3)cc2C1=O,17,13,1,13,5,0.3,4,-3
CCN(Cc1cc2ccccc2[nH]c1=O)S(=O)(=O)c1ccc(OC)cc1,4,-17,-3,31,5,0.0,35,4
CCn1c(SCC(=O)N2CCCCC2C)nnc1-c1ccc(S(=O)(=O)N2CCN(C)CC2)cc1 (stereo unspecified),-18,8,0,8,-10,1.0,-2,0
Cc1ccc(OCC(=O)c2cc(C)n(CC(F)(F)F)c2C)c([N+](=O)[O-])n1,14,3,-5,14,18,1.3,21,17
CCOC(=O)c1cc2c(=O)n3ccccc3nc2n(CCCOC)c1=NC(=O)C(C)(C)C,1,7,1,20,-7,-0.5,18,29
CCOC(=O)c1ccc(NC(=O)c2nn(C)cc2Br)cc1,-91,-59,5,-2,-75,6.8,14,16
COc1cc2c(cc1NC(=O)COc1ccc3ccccc3c1)oc1ccccc12,62*,-2,5,2,0,1.4,22,-23
Cc1ccccc1N1C(=O)c2ccccc2C1O (stereo unspecified),-19,1,-1,6,-5,0.4,5,-5
Clc1ccc(Cn2ccc(C3CC3)n2)cc1,1,1,3,1,-33,3.5,11,-10
Clc1nccc(N2CCN(c3ccccc3Cl)CC2)n1,33,2,2,19,11,0.8,-7,-18
COc1ccccc1N1CCN(C(=O)Nc2ccc([N+](=O)[O-])cc2)CC1,7,4,-3,5,2,0.7,0,-14
Cn1nc(OCC(N)=O)ccc1=O,29,3,0,0,13,0.7,11,4
O=C(CN1C(=O)c2ccccc2S1(=O)=O)Nc1cccnc1,3,10,10,12,-3,0.3,1,2
O=C(COc1ccccc1Cl)N1CCN(c2ncccn2)CC1,4,3,-2,29,-14,-1.4,23,1
O=C(Cc1ccc(Br)cc1)NC1CCCCC1,-9,-12,1,5,-25,3.0,-3,-32
Cn1cc(C(=O)c2ccc(Cl)cc2Cl)cc1C(=O)NN,18,18,3,19,-2,-1.9,15,11
CCc1ccc(CNCCNCC(C)O)cc1 (stereo unspecified),-23,-4,0,25,-25,-0.5,4,-1
COCCCN(C(=O)C(C)Oc1ccc(Br)cc1)c1c(N)n(Cc2ccccc2)c(=O)[nH]c1=O (stereo unspecified),23,13,-2,-8,2,-0.1,-7,3
Cc1cc(Oc2cc(NN3CCCCC3)c([N+](=O)[O-])cc2[N+](=O)[O-])c(C(=O)c2ccccc2)cc1Cl,26,15,1,14,16,2.3,7,3
CCC(C)NC(=O)c1ccc2c(c1)N(Cc1ccccc1)C(=O)CS2 (stereo unspecified),7,-6,1,17,-11,0.1,32,-21

# Some of these compounds in order of formula weight, largest number first:
SMILES,Mdm2 MdmX PPI,697 NFkB inh,UPR XBP1 act,tim23-1 inh,Jurkat NFkB inh,CHOP UPR activ,tim10-1 inh,TIM10 inh
COCCCN(C(=O)C(C)Oc1ccc(Br)cc1)c1c(N)n(Cc2ccccc2)c(=O)[nH]c1=O (stereo unspecified),23,13,-2,-8,2,-0.1,-7,3
COc1ccccc1N1CCN(C(=O)Nc2ccc([N+](=O)[O-])cc2)CC1,7,4,-3,5,2,0.7,0,-14
CCOC(=O)c1ccc(NC(=O)c2nn(C)cc2Br)cc1,-91,-59,5,-2,-75,6.8,14,16
O=C(Cc1ccc(Br)cc1)NC1CCCCC1,-9,-12,1,5,-25,3.0,-3,-32
CCc1ccc(CNCCNCC(C)O)cc1 (stereo unspecified),-23,-4,0,25,-25,-0.5,4,-1

# Continued:
SMILES,Mdm2 MdmX PPI,697 NFkB inh,UPR XBP1 act,tim23-1 inh,Jurkat NFkB inh,CHOP UPR activ,tim10-1 inh,TIM10 inh
COc1ccc(Nc2ccc([N+](=O)[O-])cn2)cn1,8,13,-4,-4,4,3.2,9,2
CSc1nc(C)c(Cc2c(F)cccc2Cl)c(=O)[nH]1,-26,-6,-2,6,-17,1.4,22,1
CCOc1ccc(NC(=O)NNC(=O)c2cc3ccccc3cc2O)cc1,27,12,-3,4,16,0.6,-5,-10
CCc1cccc(C)c1NC(=O)Cc1ccsc1,-4,8,-1,23,-9,0.7,27,-3
COc1ccc(Cn2nnnc2CN2CCOCC2)cc1,-11,4,-2,1,-5,-2.4,-5,-5
S=c1c2c(nc3nc[nH]n13)CCC2,16,16,-1,-1,12,0.4,-19,-8
CCOC(=O)C1=C(C)C(c2ccccc2)NC(=S)N1 (stereo unspecified),2,14,-2,27,-1,0.3,19,14
COc1ccc(-c2[nH]n(-c3ccc([N+](=O)[O-])cc3)c(=O)c2C=NCCN2CCNCC2)cc1,17,22,3,8,9,6.7,23,15
Nc1c(C(=O)NCc2ccc3c(c2)OCO3)nnn1Cc1cccc(F)c1,14,12,-1,-2,0,0.8,-3,1
CCOc1cc2c(cc1OCC)CN(C(=O)c1cccc(S(=O)(=O)N3CCCC3)c1)CC2,6,8,-2,17,20,0.0,8,15
O=[N+]([O-])c1ccc(Cl)c(-c2ccc(/C=N/c3c(-c4ccco4)nc4ccccn34)o2)c1,66*,1,90*,14,-5,74*,21,-1
CN(Cc1ccccc1)C(=O)C1CCCN(Cc2cccc(Cl)c2)C1 (stereo unspecified),-2,14,2,-8,0,0.8,2,-12
COc1cccc(NC(=O)C2CCN(c3cnccn3)CC2)c1,11,-11,4,8,16,9.9,-2,17
COc1cccc(C(=O)Nc2nc3c(c(=O)[nH]2)CCCC3)c1,-16,-12,1,11,-6,2.8,28,15
CCOC(=O)CN=C/C(C(=O)Nc1nccs1)=C(/C)O,12,0,-2,3,12,-0.1,-4,9

# Nothing new here: entries from further up.
SMILES,Mdm2 MdmX PPI,697 NFkB inh,UPR XBP1 act,tim23-1 inh,Jurkat NFkB inh,CHOP UPR activ,tim10-1 inh,TIM10 inh
COc1cccc(NC(=O)C2CCN(c3cnccn3)CC2)c1,11,-11,4,8,16,9.9,-2,17
COc1cccc(C(=O)Nc2nc3c(c(=O)[nH]2)CCCC3)c1,-16,-12,1,11,-6,2.8,28,15
CCOC(=O)CN=C/C(C(=O)Nc1nccs1)=C(/C)O,12,0,-2,3,12,-0.1,-4,9

# (continued)
SMILES,Mdm2 MdmX PPI,697 NFkB inh,UPR XBP1 act,tim23-1 inh,Jurkat NFkB inh,CHOP UPR activ,tim10-1 inh,TIM10 inh
CCOc1ccccc1N(C(=O)c1ccccc1Cl)C1=NC(C)(C)CS1,15,19,0,45,-3,0.9,25,26
Cn1nc(C(F)(F)F)c(-c2cccc(C(F)(F)F)c2)c1NC(=O)c1ccco1,-4,3,-6,19,-22,-0.6,19,-1
C=CCOn1c(=O)c(-c2ccc(OC)c(OC)c2)[n+]([O-])c2ccccc21,13,-18,4,20,-10,2.0,26,12
CC(C)(O)/C=C/C[C@](C)(O)C1CC[C@]2(C)C1[C@H](O[C@H]1O[C@@H](CO)[C@H](O)[C@@H](O)[C@@H]1O)CC1[C@@]3(C)CC[C@H](O)C(C)(C)C3[C@@H](O)C[C@]12C (stereo partly specified),-16,5,-2,16,-4,0.8,11,4
O=C(OCC(=O)N1CCC(Cc2ccccc2)CC1)c1ccccc1,-65,-5,2,-12,-16,-0.7,-7,1
Fc1ccccc1-c1nc2nc3ccccc3nc2n1CC1CCCO1 (stereo unspecified),-7,-7,-1,38,5,0.8,33,26
COc1ccc(NC(=O)C2CCN(c3cc(C)nc(-c4ccccc4)n3)CC2)cc1,1,-38,0,38,4,-1.0,43*,22
CCCC(=O)Nc1nc2ccc3nc(C)sc3c2s1,-17,-13,-1,30,-10,5.5,26,27
COc1ccc(C(=O)c2ccccc2)cc1,-6,-11,-1,6,-4,1.7,0,-2
CC(=O)N1CCC(C(=O)Nc2nc(-c3ccccc3)ns2)CC1,17,18,-2,16,2,1.2,14,10
COC(=O)CN(c1ccc(C)c(Cl)c1)S(C)(=O)=O,8,1,-1,2,1,-0.2,13,9
Cc1cccc(C(=O)Oc2ccccc2C2C[C@]3(C)CC(=O)NC3N2C(=O)c2cccc(C)c2)c1 (stereo partly specified),9,19,-1,18,4,-0.2,18,18
COC(=O)c1ccc(COc2ccc(/C=N/O)cc2OC)o1,11,-26,4,10,-15,1.5,-7,-4
CCCCC(=O)NC1(C(F)(F)F)NC(=O)N(C)C1=O (stereo unspecified),5,11,1,4,17,0.1,8,-9
COc1ccc(NC(=O)CC2(CC(=O)O)CCCC2)cn1,14,-8,-1,8,-1,-1.0,-1,4

# High-throughput results as filed in PubChem BioAssay.
